# Bioassay records: PubChem BioAssay, several laboratories
# Platelet DG rel – inhibitors of platelet dense granule secretion, primary screen, cell-based, MLPCN, human platelets | human platelet-rich plasma, SFLLRN dense granule ATP release, luminescence | inhibition, %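 (compounds screened at 7.5 µM in platelet-rich plasma)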 | actives 0.22% (n = 300,000);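 active = mean replicate score, as percent of positive control, at or above 50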
# HIF activator – HIF pathway transcriptional activators, primary screen, cell-based, U2OS HRE-luciferase, luminescence | activation, % at 7.5 µM (by protocol) | U2OS HRE-luciferase reporter; normalized: DMSO 0%, desferrioxamine 100% | actives 0.32% (n = 300,000) | AID 1910, 2009;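 active = mean activation of at least 10% of the iron chelator positive control signal, with at least half of replicates also reaching 10%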
# HSF1 activator – HSF-1 activators, primary screen, NIH3T3-HGL cells, MG132 stress, luminescence, single point. NIH3T3-HGL HSF-1 luciferase reporter, 8 h; 100% = twice DMSO control signal. activation, % at 9 µM. actives 1.7% (n = 300,000). AID 504408, 2011;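 active = mean replicate activation of at least 50% with a set share of replicates each reaching 50%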;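 note: 0% = median of the neutral control wells and 100% = twice that signal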
# HSF1 inhib – HSF1 inhibitors in luciferase reporter cells, primary screen, cell-based, NIH3T3, luminescence. NIH3T3-HGL HSE-luciferase, MG132-induced, luminescence 8 h; stronger effect = lower value. activity change, negative = inhibition, % at 7.5 µM (by protocol). actives 0.77% (n = 300,000);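 active = more than half of replicate wells show activity change below -50%, luminescence cut by over half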;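 note: luciferase reports HSF-1 transcriptional activity via heat shock element; 0% = median of DMSO wells and -100% = zero luminescence signal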
# HSP90 inh – HSP90 inhibitors, primary screen, cell lysate, luminescence; Rabbit reticulocyte lysate, luciferase refolding luminescence, 3 h; inhibition, % at 5.6 µM; actives 0.91% (n = 290,000); AID 1789, 2009;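 active = inhibition above the screen-wide mean plus 3 SD, computed separately per campaign, cut at about 16% in these data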;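 note: 0% = DMSO wells and 100% = 60 µM geldanamycin wells; inhibitors lower the luminescence because luciferase stays unfolded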
# aSyn 5UTR inh – MLPCN primary screen, SNCA 5' untranslated region; alpha-synuclein 5'UTR reporter, inhibitor activity; inhibition, % (tested at 7.5 µM); actives 0.82% (n = 300,000); in the data active = inhibition above about 60%;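 note: H4 neuroglioblastoma cells stably carrying SNCA 5'UTR luciferase fusion; 0% = DMSO wells and 100% = positive control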
# AI-2 QS modul – Vibrio harveyi AI-2 quorum sensing modulators, primary screen, JMH597 strain, luminescence/OD600 ratio; Vibrio harveyi JMH597 AI-2 luminescence/OD600 ratio, 9 h; stronger effect = lower value; strain lacks LuxN and CqsS sensors; 0 = neutral-control median; actives 0.4% (n = 300,000); activity change, % at 7.5 µM; in the data active = activity change below about -75%, passing the limit was not always enough;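 note: luminescence divided by OD600 gain over 9 h not by final OD600 alone; inactives centre near 13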
# IEC-6 tox – cytotoxicity in IEC-6 intestinal epithelial cells, primary screen, cytotoxicity control for KLF5 inhibitor project, cell-based, luminescence; inhibition, % at 5 µM; actives 0.78% (n = 290,000); IEC-6 cytotoxicity, luminescence viability; in the data active = inhibition above about 22%;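 note: 0% = plate median of test compound wells and 100% = cytotoxic reference compound wells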
# KLF5 inh – KLF5 expression inhibitors, primary screen, DLD-1 cells, luminescence. actives 0.23% (n = 290,000). DLD-1 KLF5 promoter-luciferase reporter. inhibition, % at 5 µM;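 active = inhibition above a per-plate limit of that plate's mean compound inhibition plus 3 SD, cut at about 60% in these data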;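 note: 0% = DMSO wells and 100% = LY294002 at 200 µM; higher means less KLF5 promoter-driven luciferase light; inactives centre near -14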
# SKKanGAS inh – S. pyogenes SKKanGAS growth inhibitors in kanamycin, primary screen, streptokinase expression inhibitor project, SKKanGAS strain, BacTiter-Glo luminescence; 6 h; inhibition, % at 7.5 µM; actives 1.3% (n = 300,000); AID 1662, 2009;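 active = mean replicate score, as percent of positive control median, at least 50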;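 note: strain carries kanamycin resistance gene driven by streptokinase promoter and grows in 40 µg/ml kanamycin; loss of luminescence reflects streptokinase promoter inhibition or plain growth inhibition; 0% = median of DMSO wells and 100% = positive control at its reference dose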
# Active calls of the source: *; x = not tested or not shown.
1	c1ccc2nc3c(cc2c1)CCCCCC3
2	CC(=O)CCc1c[nH]c2c(C(=O)O)cccc12
3	O=C(O)CCC(=O)NNc1nc(-c2ccccc2)c2cc(Cl)ccc2n1
4	N#CC1=C(N)NC(=S)C(C(N)=O)C1c1ccccc1F (stereo not given)
5	CC(C)c1ccc(NC(=S)N2CCCC(c3ccc(F)cc3)=N2)cc1
6	CCOc1ccc(/C=N/NC(=S)Nc2c(C)cccc2C)cc1
7	COc1cccc(N=c2oc3c(C)ncc(CO)c3cc2C(N)=O)c1
8	CCOC(=O)c1c(C)[nH]c(C)c1S(=O)(=O)N(C)CC(=O)N1CCN(c2ccc(OC)cc2)CC1

Compound	1	2	3	4	5	6	7	8
Platelet DG rel	3.5	-5.8	-5.5	-0.3	-7.5	x	-10.1	4.1
HIF activator	-1.3	-0.2	-22.6	0.0	-0.7	-0.5	1.3	x
HSF1 activator	-11.5	1.4	5.6	12.5	5.0	17.4	-2.2	-2.4
HSF1 inhib	0.4	-5.9	-3.4	2.0	-3.1	2.7	0.5	3.1
HSP90 inh	-0.1	1.8	-0.1	-2.2	0.7	-2.9	3.8	1.2
aSyn 5UTR inh	3.8	-31.5	-13.6	-11.7	0.7	14.5	-13.4	-14.8
AI-2 QS modul	-0.6	16.4	1.2	24.2	32.7	12.6	7.8	56.1
IEC-6 tox	-3.6	0.2	-8.2	-4.4	3.2	-3.4	13.5	-8.0
KLF5 inh	-32.2	-18.9	-42.5	-26.6	-12.5	-18.5	-7.1	-37.1
SKKanGAS inh	5.5	-7.0	-3.3	32.9	-1.0	10.7	8.6	6.7

9	CCCn1c2ccccc2c2cnn(CC(=O)NCCN(CC)CC)c(=O)c21
10	C=CCN1C(=O)C(C)(C)N(C(C)=O)c2ccccc21
11	CC(CC(=O)Nc1ccccc1)n1ccnc1 (stereo not given)
12	CCN1CCN(c2ncc(C(=O)Nc3ccccc3C(=O)OC)c3ccccc23)CC1
13	O=C(Nc1cccc2ccccc12)c1ccc(Cn2cc(Cl)cn2)cc1
14	O=C(/C=C/c1ccco1)NC(=S)Nc1nc(-c2ccc3ccccc3c2)cs1
15	Cc1ccc(CNC(=O)C2CCN(S(=O)(=O)N3CCC4(CC3)OCCO4)CC2)cc1
16	CC(=O)c1ccc(S(=O)(=O)Nc2ccc(-n3c(C)nc4ccccc4c3=O)cc2)cc1

Compound	9	10	11	12	13	14	15	16
Platelet DG rel	-0.8	9.9	10.3	-0.6	6.4	0.3	5.6	-4.7
HIF activator	0.6	0.3	-0.1	-0.2	-0.3	2.5	3.0	-0.4
HSF1 activator	10.7	9.0	-6.0	-43.1	-6.5	135.9*	7.2	-7.2
HSF1 inhib	9.1	-8.1	-6.4	-29.9	-1.4	94.2	-0.2	2.6
HSP90 inh	-4.8	-1.0	2.1	-3.4	-1.8	0.5	4.9	x
aSyn 5UTR inh	-17.9	20.5	-39.1	-15.5	-6.2	-94.0	2.4	-1.7
AI-2 QS modul	14.3	19.2	0.7	6.5	32.4	-6.1	14.1	-4.3
IEC-6 tox	-6.5	0.5	8.2	5.7	3.1	5.4	0.6	x
KLF5 inh	-15.1	0.1	-6.0	-27.4	-1.4	-22.1	-5.1	x
SKKanGAS inh	-2.4	4.4	3.9	3.8	10.4	5.6	-0.2	7.9

# Full records from above. Order of values: Platelet DG rel	HIF activator	HSF1 activator	HSF1 inhib	HSP90 inh	aSyn 5UTR inh	AI-2 QS modul	IEC-6 tox	KLF5 inh	SKKanGAS inh
# `O=C(O)CCC(=O)NNc1nc(-c2ccccc2)c2cc(Cl)ccc2n1` in the list: -5.5	-22.6	5.6	-3.4	-0.1	-13.6	1.2	-8.2	-42.5	-3.3
# `CCOC(=O)c1c(C)[nH]c(C)c1S(=O)(=O)N(C)CC(=O)N1CCN(c2ccc(OC)cc2)CC1` in the list: 4.1	x	-2.4	3.1	1.2	-14.8	56.1	-8.0	-37.1	6.7
# `CC(=O)CCc1c[nH]c2c(C(=O)O)cccc12` in the list: -5.8	-0.2	1.4	-5.9	1.8	-31.5	16.4	0.2	-18.9	-7.0

# New compounds follow
17	CCOC(=O)N1CCC(NC(=O)C(Cc2ccccc2)NC(=O)c2ccco2)CC1 (stereo not given)
18	C[C@@H]1CC=C[C@H]2[C@H]1C(=O)N(Cc1ccccc1)[C@H]2c1ccc(F)c(-c2ccc(N(C)C)cc2)c1
19	CCc1cccc2c(C(=O)CSc3nncn3-c3ccccc3OC)c[nH]c12
20	CS(=O)(=O)N(CC(=O)N1CCc2ccccc2C1)c1ccccc1F
21	Cc1nn(-c2ccccc2)c(Cl)c1C(=O)OC(C)C(=O)Nc1ccc2c(c1)OCO2 (stereo not given)
22	Cc1cc(C)c(N(C(=O)Cn2nnc3ccccc32)C(C(=O)NC(C)(C)C)c2ccsc2)c(C)c1 (stereo not given)
23	CCn1nc(NC(=O)c2ccccn2)c2cc3cc(C)ccc3nc21
24	COc1ccccc1-c1c(C)nn2c(N3CCN(c4ccccc4OC)CC3)cc(C)nc12

Compound	17	18	19	20	21	22	23	24
Platelet DG rel	-0.8	1.0	-4.1	1.1	1.0	-3.0	x	-18.6
HIF activator	1.8	0.2	0.0	-0.8	-0.4	-0.4	x	0.0
HSF1 activator	17.1	-16.2	37.7	-28.9	9.5	x	x	7.9
HSF1 inhib	-2.6	-3.3	4.1	-7.8	0.4	x	x	1.3
HSP90 inh	1.4	x	-0.5	x	1.6	-1.1	15.3	0.0
aSyn 5UTR inh	-11.0	8.4	-46.3	13.3	25.4	42.1	x	-3.6
AI-2 QS modul	-5.7	17.8	6.6	-15.2	29.7	12.1	23.2	0.5
IEC-6 tox	-3.3	x	-3.1	x	0.1	1.1	-0.5	3.2
KLF5 inh	-0.1	x	-12.4	x	-26.7	13.4	-23.0	10.3
SKKanGAS inh	-4.9	25.2	6.7	-5.5	-1.8	-7.8	-9.6	10.6

25	CCOc1cc(N2CCOCC2)c(OCC)cc1NCC(=O)N1CCN(Cc2ccccc2)CC1
26	COC1=C/C(=C/c2c(N)n3nc(CC(=O)N4CCOCC4)sc3nc2=O)C=CC1=O
27	COc1ccccc1CCC(=O)N(C)CC(=O)Nc1ccc(Cl)c(C(F)(F)F)c1
28	O=S(=O)(c1cccs1)N1CCN(c2ncccn2)CC1
29	Cc1cccc(OCC(=O)NC2CCCCCC2)c1C
30	CCOc1cc(S(=O)(=O)NCc2cccnc2)c(C)cc1C
31	Cc1c(N(C(=O)c2cnccn2)C2(C(=O)NC3CCCC3)CCCCC2)c(=O)n(-c2ccccc2)n1C
32	O=C1CC(c2ccc3c(c2)OCCO3)Oc2ccccc21 (stereo not given)

Compound	25	26	27	28	29	30	31	32
Platelet DG rel	1.5	-3.7	13.5	-2.3	-17.6	0.8	-4.5	0.3
HIF activator	-0.6	-0.1	-0.3	-0.3	0.1	0.1	0.3	2.1
HSF1 activator	-11.6	4.1	-9.2	15.8	1.6	-1.4	1.3	37.4
HSF1 inhib	-5.4	3.5	2.6	-3.0	11.5	1.1	-5.1	33.9
HSP90 inh	1.8	-1.5	-4.9	-2.0	-2.8	0.6	-1.9	-5.2
aSyn 5UTR inh	32.4	11.9	18.2	15.4	-28.8	-10.6	11.5	-208.6
AI-2 QS modul	4.5	0.2	15.4	20.3	48.0	34.3	19.5	27.8
IEC-6 tox	2.6	-5.8	1.5	1.5	-1.8	5.2	-4.5	3.1
KLF5 inh	-41.2	-53.3	13.1	-6.2	-25.8	-40.9	-30.3	-126.1
SKKanGAS inh	9.0	-3.9	6.8	-0.6	-7.2	0.7	4.4	-1.1

33	Cc1ccc(CCNC(=O)C2CCN(S(=O)(=O)c3cccc4nsnc34)CC2)cc1
34	c1ccc(COC2CCCN(Cc3nc(-c4cnccn4)no3)C2)cc1 (stereo not given)
35	CCCCC(CC)C(=O)Nc1ccc(S(=O)(=O)Nc2nccs2)cc1 (stereo not given)
36	Nc1nc(SCC(=O)Nc2ccc3c(c2)CCC3)n[nH]1
37	Cc1cc(S(=O)(=O)Nc2ccc(C(=O)NCCCN3CCOCC3)cc2)ccc1F
38	O=C(NC(=S)Nc1ccccc1Br)C1CC1
39	COc1ccc(-c2cc(=O)[nH]c(N3CCN(Cc4ccccc4)CC3)n2)cc1
40	CCCN(CC(=O)Nc1ccccc1C)C(=O)c1ccc(N2CCCC2)c([N+](=O)[O-])c1

Compound	33	34	35	36	37	38	39	40
Platelet DG rel	2.6	-9.1	-1.8	-1.3	-19.6	-1.9	10.1	-5.0
HIF activator	-0.6	0.2	-0.6	-0.1	-0.4	0.5	-15.2	-0.3
HSF1 activator	1.7	-9.2	-4.5	6.8	-12.1	-3.6	6.5	6.8
HSF1 inhib	4.6	-5.3	-3.3	5.0	-16.8	3.7	3.7	-0.2
HSP90 inh	0.4	4.0	2.0	-3.9	x	-1.9	-2.3	x
aSyn 5UTR inh	23.8	-2.9	-5.4	11.3	-1.5	-7.9	28.8	-19.1
AI-2 QS modul	21.6	20.4	-6.5	24.3	-12.3	-77.2*	24.7	-7.1
IEC-6 tox	-1.1	2.5	5.5	9.4	x	-0.5	-7.2	x
KLF5 inh	-5.9	-27.7	-26.1	0.6	x	-36.7	-7.5	x
SKKanGAS inh	15.8	-4.5	2.8	1.6	-1.3	3.0	-0.7	0.2

41	O=C1C=C(NCc2ccc(Cl)cc2Cl)C2(CCCCC2)O1
42	Fc1ccc(Nc2ncnc3ccccc23)cc1
43	CSc1ccc(C(=S)N2CCN(Cc3ccccc3)CC2)cc1
44	CN1CCOc2cc(S(=O)(=O)Nc3ccc(F)cc3)ccc21
45	Cc1cc(=O)oc2c(C)c(OC(C)C(=O)NC(Cc3c[nH]c4ccc(O)cc34)C(=O)O)ccc12 (stereo not given)
46	COC(=O)c1ccc(C2N=C(c3cccs3)CC(c3ccccc3O)N2)cc1 (stereo not given)
47	CCc1ccc(N2C(=O)c3cc(N4CCOCC4)c([N+](=O)[O-])cc3C2=O)cc1
48	CCC(C)[C@H](NC(=O)Nc1ccc(S(N)(=O)=O)cc1)C(=O)OC (stereo not given in full)
49	Cc1c(NC(=O)Nc2ccccc2)cccc1[N+](=O)[O-]

Compound	41	42	43	44	45	46	47	48	49
Platelet DG rel	8.3	1.3	0.4	-7.8	-3.7	1.1	1.1	1.5	-4.7
HIF activator	-0.7	2.0	0.9	0.0	0.0	2.4	-0.2	-0.2	0.4
HSF1 activator	31.6	16.2	22.7	-18.6	-9.2	32.9	-6.6	-31.0	1.2
HSF1 inhib	13.3	4.2	-0.5	1.6	-2.9	25.3	-4.5	-10.8	-12.2
HSP90 inh	2.0	0.4	1.2	-2.2	-4.9	4.8	-0.3	-2.2	0.9
aSyn 5UTR inh	10.2	-50.1	-15.3	2.2	-15.0	-97.7	4.3	11.8	-44.6
AI-2 QS modul	6.6	12.4	14.1	4.9	21.1	7.0	24.9	14.2	10.4
IEC-6 tox	1.8	6.9	-1.9	1.9	-4.9	-1.5	5.5	-6.2	7.9
KLF5 inh	-7.8	-26.4	-36.1	4.7	-26.7	-45.0	-5.5	7.7	19.1
SKKanGAS inh	6.7	-2.0	7.4	-1.4	3.8	15.1	0.7	0.3	1.5
